MLL CXXC-DNA inh – blocks binding of human MLL CXXC domain to DNA | MLL-CXXC / FITC-HOXA9 DNA fluorescence polarization | Q03164 | hit rate 0.037% among 290,000 | Potency, µM (titrated, usually from 115 µM), for the others: at the highest dose activity change, negative = inhibition, hits mostly inhibitors; active means well fitted inhibition curve with a large enough effect in the polarisation, with a control signal flat, not every such curve was filed as active; inconclusive means small, poorly fitted or top-dose-only effect, or effect the other way, or a change in a side signal; inactive means no such curve, though single readings can be large or run the other way; the % refers to the polarisation; further: potency means the concentration at half of the fitted maximal effect
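Fluorescence polarization: 7 uM MLL-CXXC (stock) preincubated 5 min with compounds, then 50 nM fluorescein-HOX-A9 DNA (stock) added; 30 min ambient. Buffer 50 mM Tris-HCl pH 7.5, 50 mM NaCl, 1 mM DTT, 0.05% BSA.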
hERG WT inh – inhibitors of human wildtype KCNH2 potassium channel; activity change, % at 1.84 µM; Q12809; hit rate 0.37% among 340,000; U2OS, BacMam KCNH2, thallium flux FluxOr; active compounds read low;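 active means maximum activity change below -70%; inconclusive means maximum activity change between -70% and -50%; inactive means maximum activity change above -50%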; further: on the % scale 0 is the no-effect control and ±100 the full control effect
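U2OS cells were transduced with wild-type KCNH2 virus (2.03 x 10^8 / mL) for 4 h at room temperature, then cultured overnight at 37 C. Thallium flux was read with FluxOr dye. Rate constants were normalized to DMSO controls.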
GALK inh – blocks human galactokinase activity. Potency, µM (highest dose often 57.5 µM), without a hit: top-dose activity change, negative = inhibition, hits mostly inhibitors. P51570. AID 1868. Purified GALK, Kinase-Glo residual ATP luminescence. hit rate 0.007% among 270,000; further: potency means the concentration at half of the fitted maximal effect; on the % scale 0 is the no-effect control and ±100 the full control effect
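Luminescence from leftover ATP (Ultra-Glo luciferase/luciferin) served as read-out after a 1 h room-temperature reaction of 5 nM GALK with 35 uM ATP and 100 uM galactose.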
FBPA coupling cs – counter-screen for Giardia aldolase inhibitors: coupling enzyme system; coupling enzyme system counterscreen, AmpLite Red fluorescence; activity change, negative = inhibition, % at 58.2 µM, hits read low; hit rate 0.67% among 290,000; AID 2472; in the data active means activity change below about -30%; further: on the % scale 0 is the no-effect control and ±100 the full control effect
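First, compound is pin-transferred into glyceraldehyde-3-phosphate coupling-enzyme reagent at 57.5 uM final and held 10 min at RT. Next, substrate, coupling system and AmpLite Red are added. After 20 min RT, fluorescence (525/598 nm) is read.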
Giardia kill – kills Giardia lamblia; hit rate 0.15% among 340,000; AID 540267; Giardia lamblia trophozoite viability; activity change, % at 7.66 µM, hits read low; in the data active means activity change below about -80%; inconclusive means between about -30% and that limit;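 further: parasites exposed to compound for two days anaerobically before the ATP read; on the % scale 0 is the no-effect control and ±100 the full control effect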
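Trophozoite viability was measured as ATP-dependent luminescence, read 15-30 min after reagent addition. Before that, parasites at 100 cells/well were exposed to compounds for 48 h, anaerobically, at 37 deg C.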
USP2a inh – inhibitors of human ubiquitin-specific protease USP2a; hit rate 0.01% among 330,000; Potency, µM (doses to about 38.3 µM), for the others: top-dose activity change, negative = inhibition, usual class: inhibitors; AID 463254; USP2 core, Ub-CHOP2 coupled fluorogenic reporter, 485/531; O75604;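 further: potency means the concentration at half of the fitted maximal effect; plate controls were DMSO wells for no effect and full inhibition by NEM control for full effect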
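Cell-free coupled assay: 10nM USP2 core preincubated 30min RT with compound in Tris-HCl pH 8.0/CaCl2/CHAPS buffer, then 25nM Ub-CHOP2 and 25nM reporter substrate; fluorescence (Ex 485/Em 531) read after 60min RT, normalized to NEM inhibition, concentration-response curves fitted.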
TRPV1 agonist – activates the human vanilloid receptor TRPV1 | hit rate 0.19% among 320,000 | Q8NER1 | activation, % at 8.33 µM | TRPV1-expressing cells, Fluo-8 calcium influx, agonist mode; in the data active means activation above about 80%; inconclusive means between about 30% and that limit; further: 0% is about no effect
Target sequence (Q8NER1 whole entry, looked up): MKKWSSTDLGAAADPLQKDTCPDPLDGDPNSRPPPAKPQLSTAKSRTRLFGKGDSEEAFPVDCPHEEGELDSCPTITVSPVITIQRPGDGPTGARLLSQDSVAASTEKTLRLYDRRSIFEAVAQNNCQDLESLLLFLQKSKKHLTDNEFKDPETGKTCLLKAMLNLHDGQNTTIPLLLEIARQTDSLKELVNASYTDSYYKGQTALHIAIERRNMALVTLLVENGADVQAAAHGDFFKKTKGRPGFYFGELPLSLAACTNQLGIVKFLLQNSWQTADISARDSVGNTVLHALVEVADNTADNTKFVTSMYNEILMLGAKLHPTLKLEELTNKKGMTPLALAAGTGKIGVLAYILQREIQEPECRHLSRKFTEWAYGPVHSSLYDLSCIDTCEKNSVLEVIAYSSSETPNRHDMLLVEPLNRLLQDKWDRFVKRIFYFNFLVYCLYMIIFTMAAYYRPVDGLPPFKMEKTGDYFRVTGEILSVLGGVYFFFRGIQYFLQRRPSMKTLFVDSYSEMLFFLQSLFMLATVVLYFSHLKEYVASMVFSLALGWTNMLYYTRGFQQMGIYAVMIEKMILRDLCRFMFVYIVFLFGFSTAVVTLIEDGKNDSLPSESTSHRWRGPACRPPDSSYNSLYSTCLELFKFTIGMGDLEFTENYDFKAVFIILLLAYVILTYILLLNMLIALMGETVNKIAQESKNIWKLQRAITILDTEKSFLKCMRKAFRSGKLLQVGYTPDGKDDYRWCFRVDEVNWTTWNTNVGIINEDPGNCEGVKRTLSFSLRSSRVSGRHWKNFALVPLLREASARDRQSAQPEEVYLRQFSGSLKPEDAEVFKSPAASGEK
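TRPV1-expressing cells were cultured overnight at 35.5C and loaded with Fluo-8 calcium dye for 40 to 90 min at room temperature. After a 10 s baseline, compound was added and calcium influx was read kinetically for 3 min (ex 480/em 520 nm).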
B2AR arrestin – agonists driving beta-arrestin recruitment to human beta2-adrenergic receptor | beta-arrestin recruitment to beta2AR, cell-based reporter | P07550 | hit rate 0.02% among 330,000 | Potency, µM (highest dose often 46.1 µM), without a hit: top-dose activation, usual class: activators;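 further: potency means the concentration at half of the fitted maximal effect; 0% = DMSO controls and full agonism = EC100 isoproterenol or metaproterenol; nearly all actives have a fitted effect of over 65% in size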
KCNH2 3.1 inh – KCNH2 3.1 (human) potassium channel inhibition | U2OS KCNH2 3.1, thallium flux FluxOr; active compounds read low | activity change, % (tested at about 1.8 µM) | hit rate 0.95% among 340,000;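 active means maximum activity change below -70%; inconclusive means maximum activity change from -70% to -50%; inactive means maximum activity change above -50%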;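 further: thallium influx rate constant from kinetic fluorescence after stimulation buffer; on the % scale 0 is the no-effect control and ±100 the full control effect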
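Normalized rate constant (relative to positive and negative DMSO controls) derived from a 2 min kinetic fluorescence read after stimulation; U2OS cells expressing the 3.1 isoform via virus at 1.77 x 10^8 /mL.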
PKM2 activator – activators of human pyruvate kinase M2; P14618; purified PKM2, Kinase-Glo ATP luminescence, activation; response scale: 0% is enzyme alone, no compound; Potency, µM (titrated, usually from 57.5 µM), for the others: top-dose activation, most hits filed as activators; hit rate 0.34% among 260,000; further: potency means the concentration at half of the fitted maximal effect; on the % scale 0 is the no-effect control and ±100 the full control effect; nearly all actives have a fitted effect of over 55% in size
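Kinase-Glo luminescence reports ATP generated from ADP (0.1 mM) and PEP (0.5 mM) by purified hPK-M2 after 1 h at room temperature, pH 7.2 imidazole buffer; intermediate enzyme activity allows detecting inhibitors and activators.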
Menin MLL FP TR – inhibitors of human menin-MLL interaction, mutant MLL peptide; O00255; Menin + Texas Red MLL mutant peptide, fluorescence polarization; Potency, µM (top dose mostly 61.6 µM), inactives show at the highest dose FP activity change, negative = inhibition, most hits filed as inhibitors; hit rate 0.23% among 270,000; active means well fitted inhibition curve with a large enough effect in the polarisation, with a control signal flat, not every such curve was filed as active; inconclusive means small, poorly fitted or top-dose-only effect, or effect the other way, or a change in a side signal; inactive means no such curve, though single readings can be large or run the other way; the % refers to the polarisation; further: potency means the concentration at half of the fitted maximal effect; % of control where 0% means no effect; many of its hits are not listed in these tables
* marks the source's active call; other numbers are inactive results; i = inactive; ? = inconclusive; · = not tested or not shown; & = joins results of further samples; [ ] = dose if it differs, or a comment. Unless noted, the call rests on the fitted dose curve; in most records, active means well fitted curve in the direction sought with a large enough effect; inconclusive means small, poorly fitted or top-dose-only effect, or another doubt; inactive means no such curve, though single readings can be large; an effect the other way counts as inactive or inconclusive. The list is partial; count on the stated rates, not on these rows.

SMILES	MLL CXXC-DNA inh	hERG WT inh	GALK inh	FBPA coupling cs	Giardia kill	USP2a inh	TRPV1 agonist	B2AR arrestin	KCNH2 3.1 inh	PKM2 activator	Menin MLL FP TR
O=C(c1ccc(C(F)(F)F)cc1)C1CCCN(Cc2cccn2-c2ncccn2)C1 (stereo unspecified)	-5%	-112*	-3%	4	-14	13%	0	2.6%	-111*	-3%	-22%
CC1CCC(C(=O)NC(C(=O)N2CCN(c3ccccn3)CC2)C(C)C)CC1 (stereo unspecified)	3%	?	-1%	1	12	-1%	8	-1.0%	11	-13%	1%
O=C(COC(=O)COc1ccc2ccccc2c1)NC1CCCc2ccccc21 (stereo unspecified)	6%	2	0%	-1	6	-2%	4	-0.8%	6	2%	-1%
COc1cc2oc(=O)cc(-c3ccc(-c4ccc(F)c(Cl)c4)cc3)c2c(OC)c1OC	·	-22	·	-2	27	2%	·	-0.4%	10	·	3%
CCN1C(=O)CC(N2CCC(C(=O)N3CCOCC3)CC2)C1=O (stereo unspecified)	3%	-1	-1%	3	-13	1%	1	0.0%	-11	1%	-15%
COC(=O)c1ccc(NC(=O)Nc2ccc(F)c(Cl)c2)cc1	5%	-2	0%	1	1	0%	11	0.0%	-8	2%	?
CCCSC1=C(C#N)C(c2cccnc2)C(C(=O)OCC)=C(c2ccccc2)N1 (stereo unspecified)	-3%	29	0%	·	0	0%	23	-1.2%	13	4%	-6%
CC(C)N(Cc1nc(-c2ccc(Cl)cc2)no1)C(=O)/C=C/c1ccccc1	1%	11	·	-1	5	-2%	11	0.1%	-2	1%	-8%
CCC(=O)Nc1cc(C(=O)O)ccc1Sc1ccc(Cl)cc1	8%	0	1%	6	15	4%	1	0.1%	-15	4%	-1%
COc1ccc2c(c1)[nH]c1c(=O)n(CCC3=CCCCC3)cnc12	24%	-17	0%	1	-24	3%	-7	-0.2%	-21	-3%	32%
Cc1ccc2cc3cc(C(=O)N(CC(=O)NC4CCCC4)c4cccc(C)c4C)sc3nc2c1	12%	-11	-2%	-2	8	2%	-2	-0.2%	-3	3%	-8%
CCOc1cc(C(=O)Nc2ccc(S(=O)(=O)Nc3onc(C)c3C)cc2)cc(OCC)c1OCC	·	0	·	·	-2	1%	·	-0.4%	-6	·	·
COc1cccc(C(=O)Nc2c3c(nc4c2CCC4)CCCC3)c1	-8%	7	3%	5	3	-2%	?	-1.4%	-6	-1%	-3%
O=C(/C=C/c1ccccc1Cl)c1ccc(O)cc1	3%	-1	7%	-1	-1	2%	?	3.8%	1	-1%	43%[activator]
CCCCN(CC)CCCNC(=O)c1csc2c1CCCCC2	0%	16	-1%	-1	-1	8%	1	-0.1%	-8	2%	-17%
CCN(CC)c1ccc(S(=O)(=O)N2CCCCC2)cc1NC(=O)C1=COCCO1	·	1	·	·	-23	-1%	?	-0.2%	1	·	·
COc1ccc(C(=O)Nc2ccnn2C2CCN(C(=O)c3cccnc3)CC2)cc1	5%	-4	-4%	·	1	1%	-4	-0.4%	11	-3%	·
Cn1nnnc1SCC(=O)Nc1ncc(Cl)cc1Cl	·	19	·	·	3	0%	-1	-1.1%	6	·	·
COc1ccc(NC(=O)c2c(N)no[n+]2[O-])cc1	0%	-1	10%	3	-5	6%	0	-0.1%	-9	·	7%
COc1ccccc1OCCn1cc(/C=N/n2cnnc2)c2ccccc21	-2%	-6	4%	-1	-5	-8%	2	-1.6%	16	7%	9%
CCOC(=O)c1nnn(-c2nonc2NC(C)=O)c1C	2%	3	4%	-1	12	0%	2	-0.1%	-9	-2%	1%
O=C(Cn1cnc2ccccc2c1=O)NNC(=O)c1ccccc1F	·	-9	·	·	-13	-9%	·	-0.3%	-5	·	·
O=C(CSc1cccc2cccnc12)OCC(=O)c1ccc(Br)cc1	2%	-3	5%	0	5	1%	·	-0.9%	2	-5%	·
COc1ccc(-c2c(C)cc3oc(=O)cc(-c4ccccc4)c3c2C)cc1	·	9	·	8	0	-1%	·	-0.1%	-4	·	-23%[94.6 µM]
CC(C)C[C@@H]1NC(=O)[C@H](C(C)C)NC(=O)c2cc([N+](=O)[O-])cc(I)c2NCC[C@@H](C(N)=O)NC1=O	-1%	4	·	-5	10	-1%	-1	-1.8%	4	1%	?
COc1ccc(C2(c3ccc(OC)cc3)NC(=O)N(CC(=O)N(C)C)C2=O)cc1	0%	-4	0%	-2	-14	1%	0	-0.2%	-1	1%	1%
O=S(=O)(c1ccc(N2CCN(S(=O)(=O)c3ccc4c(c3)OCCO4)CC2)nc1)N1CCCC1	3%	-11	3%	1	16	0%	0	0.0%	27	?	1%
Cc1ccc(-c2ccc(SCC(=O)N3CCN(c4ccccc4)CC3)nn2)cc1	0%	-35	-2%	2	10	5%	-3	-0.5%	-7	1%	-6%
CCCCC[C@H](O)/C=C/C1=C(CCCCCCC(=O)O)C(=O)CC1	6%	-5	-2%	6&8	-6	4%	5	-0.1%	-2	0%	-4%&-8%
Cc1cccc(C)c1NC(=O)C(=O)NCC1CCCN1S(=O)(=O)c1cccs1 (stereo unspecified)	·	1	·	·	-19	0%	-3	-0.1%	-21	·	·
C=CCn1c(SCc2ccc(Cl)cc2)nc2c1c(=O)[nH]c(=O)n2C	4%	-1	1%	-1	-2	-8%	-1	-0.9%	-9	6%	-8%
Cc1ccnc(NC(=S)NC(=O)/C=C/c2ccco2)c1	-5%	-21	-1%	-4	-6	-1%	1	0.3%	-6	14%	13%
Cc1nc2c(-c3ccc(F)cc3)cnn2c2c1CCC2	-3%	i	9%	0	3	0%	0	0.0%	6	-2%	-1%
CCCn1cc(CN2CCc3ccc(NC(=O)C4CCCO4)cc3C2)c(C)n1 (stereo unspecified)	-2%	1	-2%	·	-5	0%	1	-0.9%	2	-3%	·
CS(=O)(=O)N(CC(=O)Nc1ccccc1C(=O)NCc1ccco1)c1ccc2c(c1)OCCO2	6%	9	-1%	0	4	3%	-2	0.0%	-2	3%	8%
COc1cccc(NC(=S)NCc2cccnc2)c1	9%	0	2%	1	14	3%	5	-1.1%	10	0%	-2%
COc1ccccc1N1CCN(C(=O)CSc2nc3ccccc3o2)CC1	-1%	-4	-3%	-4	-7	-2%	28	-0.8%	-15	0%	-23%
COc1ccc(N(CC(=O)Nc2ccc(C)c(C)c2)S(=O)(=O)c2c(C)n[nH]c2C)cc1	-2%	-12	-2%	0	-5	3%	0	0.2%	-21	0%	3%
O=C(COC(=O)c1cc(-c2ccccc2Cl)nc2ccccc12)Nc1ncc(C(F)(F)F)cc1Cl	-2%	-8	-1%	3	-20	1%	0	-0.6%	-1	4%	10%
CCC(=O)C1=C(N2CCCC2)CC(C)(C)CC1=O	0%	0	-2%	2	-13	1%	3	-1.1%	5	2%	·
Cc1ccc(-n2ncc3c(=O)[nH]cnc32)c(C)c1	1%	-18	0%	0	14	0%	3	0.4%	-12	-1%	-15%
Cc1oc2cc3oc(=O)c(CC(=O)NCCC(=O)O)c(C)c3cc2c1C	-3%	16	0%	2	5	-1%	-2	-0.3%	-2	·	8%
O=C(Oc1ccc2c(=O)c(Oc3ccc4ccccc4c3)coc2c1)c1cncc(Br)c1	4%	9	0%	-3	-21	2%	23	-0.1%	-2	-2%	-4%
COC(=O)c1cc2ccsc2n1CC(=O)Nc1ccc(N(C)C)cc1	-1%	-3	1%	-10	-7	-1%	4	-1.1%	-3	2%	?
COc1ccc(C(=O)CSc2nc3cccnc3n2C)cc1	-4%	-1	0%	0	1	2%	1	-0.3%	-6	-7%	-1%
COc1cccc(NC(=O)CN(C)C(=O)CCNS(=O)(=O)c2ccc(C)cc2)c1	·	-5	·	·	-28	2%	3	0.1%	4	·	·
O=C(N/N=C/c1cccnc1)c1cccc(Br)c1	1%	-10	4%	0	-13	1%	?	-0.2%	5	-3%[11.5 µM]	5%
COCCNc1nnc(SC(C)C(=O)Nc2ccc(-c3nc4ccc(C)cc4s3)cc2)s1 (stereo unspecified)	6%	5	0%	1	1	1%	2	0.2%	-1	0%	6%
O=C(COC(=O)Cc1ccsc1)NC1CCCCCC1	2%	-8	2%	0	-4	5%	2	-0.2%	22	4%	-13%
O=C(Nc1ccccc1C(=O)O)c1cc(S(=O)(=O)NCc2ccccc2)ccc1Cl	0%	-8	-6%	4	2	-1%	-1	-0.3%	-2	·	?

Compound activity: PubChem BioAssay, National Center for Advancing Translational Sciences (NCATS)
